Bioassay records from PubChem BioAssay.
MT1-MMP act inh – inhibitors of human MT1-MMP activation; actives 0.061% (n = 360,000); GFP/RFP ratio change, % at 20 µM; P50281; HT1080 RFP-PRO-GFP cells, GFP/RFP ratio fluorescence, overnight; percent of plate control window, DMSO zero;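 active = GFP/RFP ratio change of at least 30% with cell ATP level not reduced by more than half and red fluorescence within 50% of control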; note: strong numbers were not always called active
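Read-out: GFP/RFP fluorescence ratio; Test system: RFP-PRO-GFP reporter HT1080 cells; Compound dosing: single-point 20 µM compound, 1% DMSO; Times: overnight compound exposure at 37 °C.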
eLon inh – E. coli protease La inhibition; inhibition, % at 7.94 µM; actives 0.42% (n = 360,000); purified E. coli Lon protease, fluorescence polarization; AID 602123; P0A9M0; in the data active = inhibition above about 13%, passing the limit was not always enough;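 note: 0% = enzyme with probe and DMSO and 100% = no enzyme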
Target sequence (P0A9M0 whole entry, looked up): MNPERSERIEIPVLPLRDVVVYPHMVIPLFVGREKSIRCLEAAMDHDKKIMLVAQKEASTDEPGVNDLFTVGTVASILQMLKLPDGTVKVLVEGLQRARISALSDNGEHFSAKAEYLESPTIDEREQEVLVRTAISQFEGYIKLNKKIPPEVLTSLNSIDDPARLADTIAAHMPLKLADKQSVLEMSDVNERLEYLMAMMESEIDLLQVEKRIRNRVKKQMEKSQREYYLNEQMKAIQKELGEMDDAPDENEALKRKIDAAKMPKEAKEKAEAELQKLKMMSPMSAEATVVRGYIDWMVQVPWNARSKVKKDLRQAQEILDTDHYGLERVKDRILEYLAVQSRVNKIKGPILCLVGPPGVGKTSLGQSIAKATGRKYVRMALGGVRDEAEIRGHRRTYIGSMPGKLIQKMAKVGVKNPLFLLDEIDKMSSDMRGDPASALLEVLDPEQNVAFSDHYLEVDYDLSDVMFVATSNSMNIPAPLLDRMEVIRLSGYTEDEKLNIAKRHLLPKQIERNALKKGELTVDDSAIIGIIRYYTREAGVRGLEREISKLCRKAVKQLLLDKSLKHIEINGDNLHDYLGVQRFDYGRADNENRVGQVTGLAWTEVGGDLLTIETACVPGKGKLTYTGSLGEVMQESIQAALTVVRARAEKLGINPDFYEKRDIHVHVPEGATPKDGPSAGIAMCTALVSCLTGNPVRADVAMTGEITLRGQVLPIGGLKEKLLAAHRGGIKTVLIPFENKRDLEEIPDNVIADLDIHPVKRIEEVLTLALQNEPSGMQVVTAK
CSN deneddyl inh – CSN deneddylation inhibition; Q92905; Purified CSN, SCF-Nedd8-OG deneddylation, fluorescence polarization; inhibition, % at 12.5 µM; actives 0.38% (n = 360,000); AID 651999;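 active = pattern-corrected inhibition above about 35%, with an unprinted fluorescence ratio check between 0.5 and 1.5, limit read from the data, passing the limit was not always enough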;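 note: 0% = enzyme with substrate and 100% = substrate without enzyme; some results filed as inactive read as strong as hits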
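Assay system: purified human Csn5 enzyme expressed in HEK293T cells; Input: 0.24 nM Csn5 enzyme, final concentration; Reagent: 10 nM SCFSkp2-Nedd8OG; Compound dosing: 12.5 µM single point; Times: reaction 90 min, room temperature; Technique: fluorescence polarization readout.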
Rpn11 block – blocks the human proteasome subunit Rpn11. O00487. human 26S proteasome, Ub4-pepOG fluorescence polarization; 20S core pre-blocked with epoxomicin. calls only at 20 µM. actives 0.59% (n = 360,000);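 active = inhibition at 20 µM, scaled to each plate's controls, above about 33%, limit read from the data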
FAS-TE inh – blocks the thioesterase domain of human fatty acid synthase. P49327. recombinant FAS-TE, OMFH fluorogenic substrate, fluorescence endpoint. inhibition, % at 15 µM. actives 0.67% (n = 360,000). AID 602261;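 active = compounds whose normalised, plate-corrected inhibition of enzyme fluorescence in the single-dose primary screen is 50% or more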;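 note: 0% = DMSO with enzyme and 100% = substrate without enzyme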
MsrA act – activates bovine MsrA enzyme; purified bovine MsrA, absorbance read-out; actives 0.3% (n = 360,000); activation, % at 10.6 µM; in the data active = activation above about 7.5%;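 note: 0% = vehicle and 100% = reference activator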
MsrA inh – bovine MsrA inhibition. purified bovine MsrA, absorbance read-out. inhibition, % at 15.5 µM. actives 0.75% (n = 360,000); in the data active = inhibition above about 4.5%;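 note: 0% = vehicle wells with enzyme and 100% = reference inhibitor wells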
Rin1 Abl inh – inhibitors of human Rin1-Abl protein interaction; P00519+Q13671; inhibition, % at 7.35 µM; TR-FRET Rin1/Abl binding, biochemical; actives 0.4% (n = 360,000); in the data active = inhibition above about 5%, passing the limit was not always enough
PABP1 MLLE inh – inhibitors of microRNA-mediated deadenylation, human PABP1 MLLE binding. inhibition, % at 20 µM. actives 0.36% (n = 360,000). GST-MLLE / FITC-PAM2 fluorescence polarization. P11940; in the data active = inhibition above about 35%, passing the limit was not always enough;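 note: plate controls were DMSO wells with GST-MLLE for no effect and wells lacking GST-MLLE protein for full effect; some results filed as inactive read as strong as hits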
Active calls of the source: *; i = inactive; nt = no result given.

The opening 2 compounds, ahead of the listing:
No.	SMILES	MT1-MMP act inh	eLon inh	CSN deneddyl inh	Rpn11 block	FAS-TE inh	MsrA act	MsrA inh	Rin1 Abl inh	PABP1 MLLE inh
1	O=C(N/N=C/c1cc([N+](=O)[O-])ccc1O)NC12CC3CC(CC(C3)C1)C2	1	-1	0	i	-1	-2	1.7	-1	-15
2	CCOC(=O)C1=NNC(C(=O)O)C1c1ccccc1 (configuration not stated)	0	7	6	i	-7	-3	0.6	0	2

The listing, from the start:
No.	SMILES	MT1-MMP act inh	eLon inh	CSN deneddyl inh	Rpn11 block	FAS-TE inh	MsrA act	MsrA inh	Rin1 Abl inh	PABP1 MLLE inh
1	O=C(N/N=C/c1cc([N+](=O)[O-])ccc1O)NC12CC3CC(CC(C3)C1)C2	1	-1	0	i	-1	-2	1.7	-1	-15
2	CCOC(=O)C1=NNC(C(=O)O)C1c1ccccc1 (configuration not stated)	0	7	6	i	-7	-3	0.6	0	2
3	Cc1ccc(CC2SC(=Nc3ccccc3)N(c3ccccc3)C2=O)cc1 (configuration not stated)	-6	-7	-5	i	39	0	0.0	-4	-12
4	CCCCCCCCNCCS(=O)(=O)NCc1ccccc1	3	-4	-6	i	0	0	-0.9	2	-2
5	COc1cc(OC)cc(C(=O)Nc2ccc(-c3nc4ccccc4o3)c(O)c2)c1	3	-19	22	i	35	-4	nt	2	-23
6	CCc1ccc(S(=O)(=O)NCc2ccc(N3CCN(C)CC3)cc2)cc1	-5	-5	-4	i	-4	1	-0.2	-4	2
7	CN(C)S(=O)(=O)c1ccc(C(=O)Nc2ccc(CN3CCCC3)cc2)cc1	3	-4	-6	i	0	2	-0.4	-4	-22
8	Cc1cc(C)c2c(=O)n(CC(=O)Nc3cccc(Cl)c3C)sc2n1	-2	7	-2	i	-5	-6	0.7	1	14
9	COc1cc(C(=O)NNC(=O)CSc2nnc3ccccn23)cc(OC)c1OC	0	-4	8	i	-5	-4	1.5	1	17
10	COc1cccc(-c2nn(-c3ccccc3)cc2C(=O)O)c1	2	-5	-3	i	-5	1	0.0	2	-4
11	COc1cc(-c2nc3ccc4ccccc4c3c3c2CCC3)cc(OC)c1OC	-9	-6	0	i	18	-3	-0.6	0	-5
12	O=C(COC(=O)/C=C/c1ccc(OC(F)F)cc1)Nc1ccc(N2CCOCC2)cc1	2	-14	-1	i	-2	-2	2.1	-4	-5
13	COc1ccc(-n2c(Cn3c(=O)sc4ccccc43)nnc2SC)cc1	-1	1	-6	i	0	1	0.1	1	1
14	CC(C)(C)NCCC(O)c1cc(C(F)(F)F)nc2c(C(F)(F)F)cccc12 (configuration not stated)	-3	-9	-3	i	-4	1	0.0	-1	-4
15	CC(C)(C)c1ccc(/C=C/C(=O)Nc2ccncc2)cc1	-2	4	-9	i	25	-5	1.4	0	3
16	O=C(Cc1c(F)cccc1Cl)NNC(=O)c1ccco1	2	4	1	i	-7	-2	0.3	0	9
17	O=C(NC(=S)Nc1ccc(Cc2ccncc2)cc1)c1ccccc1F	4	12	6	i	7	-9	1.4	0	27
18	COC(=O)c1c(C(C)=O)cnc2ccc(Br)cc12	-4	3	2	i	-9	-5	1.1	3	15
19	COc1ccc(S(=O)(=O)Cc2ccc(C(=O)N3CCC(C(N)=O)CC3)o2)cc1	-6	0	-6	i	-4	-1	0.9	-3	3
20	O=c1ccc(/C=C/c2ccccc2)nn1Cc1ccc(Cl)cc1Cl	4	4	1	i	32	-13	-0.7	0	-9
21	CC(=O)Nc1cccc2c1C(=O)NC2=O	-2	1	-3	i	-4	0	1.4	-2	6
22	C/C(CC(=O)NCCc1ccccc1)=N\NC(=O)COc1ccc(Br)cc1	6	-5	3	i	6	-4	0.1	-3	-4
23	O=C(NCC1CCCO1)c1onc(CSc2cccc(Cl)c2)c1C(=O)O (configuration not stated)	-1	5	-1	i	-5	-7	0.2	4	-4
24	Cc1ccc(C2=NCCn3c2c2ccccc2[n+]3[O-])cc1	0	2	1	i	-5	-2	1.5	-3	8
25	CCOCCc1nnc(NC(=O)CCC2CCCCC2)s1	3	-2	5	i	0	-1	-0.6	-3	-1
26	CCCC(=O)N(Cc1cc2cc(OC)ccc2[nH]c1=O)c1ccccc1OC	-2	-4	2	i	-7	-4	2.0	-1	-4
27	CCc1csc(CCNC(=O)C2CCC(=O)N(Cc3ccccc3F)C2)n1 (configuration not stated)	-4	-23	-3	i	-8	-2	-0.4	-2	-6
28	O=C(CN1C(=O)COc2ccc(Cl)cc21)NCC1CCCO1 (configuration not stated)	-9	-11	1	i	-10	0	-0.6	1	-4
29	Cc1ccc(C(C)C)c(OCC(O)CN(C)Cc2ccccc2)c1 (configuration not stated)	-4	3	-2	i	5	-1	-1.2	-2	6
30	Cn1cccc1-c1cc(C(=O)N/N=C/c2ccccc2Cl)[nH]n1	3	-6	-3	i	5	-3	1.6	0	4

Next section.
No.	SMILES	MT1-MMP act inh	eLon inh	CSN deneddyl inh	Rpn11 block	FAS-TE inh	MsrA act	MsrA inh	Rin1 Abl inh	PABP1 MLLE inh
31	COc1ccc(N2C(=O)CC(Sc3nccc(C)n3)C2=O)c(OC)c1 (configuration not stated)	1	3	-4	i	-7	-1	0.3	0	14
32	CC(=O)Nc1nc(-c2ccccc2)ns1	4	-5	-1	i	-7	-14	-0.9	3	10
33	CN(CC(=O)Nc1ccc(F)cc1)CC(=O)Nc1ccc(F)c(F)c1F	2	1	0	i	8	-4	0.1	0	-2
34	CCCCN(CC)C(=O)/C=C/c1cccc([N+](=O)[O-])c1	-3	-6	4	i	20	0	1.7	2	6
35	CCCCCCN=CC1=C(O)C(C(=O)OC)C(C)(C)CC1=O (configuration not stated)	-1	4	5	i	-5	-5	-1.4	0	-7
36	CC(=O)c1ccc(N2CCN(S(=O)(=O)c3c(C(=O)N4CCCC4)c(C)n(C)c3C)CC2)cc1	-2	6	-4	i	-4	-3	5.1*	-2	-17
37	CCCOc1ccc(N2C(=O)CC(NCC(=O)OCC)C2=O)cc1 (configuration not stated)	1	-8	1	i	-4	-4	0.1	3	-7
38	COc1ccc(NC(=O)CN(c2cc(C)cc(C)c2)S(=O)(=O)c2c(C)noc2C)cc1	-4	-1	-2	i	19	-1	-1.7	-3	-5
39	C=CCN(CC=C)C(=O)c1cccc(OC2CCN(S(=O)(=O)N(C)C)CC2)c1	3	-1	2	i	-2	4	-1.1	-2	-2
40	CCN(CC(=O)Nc1ccc2c(c1)OCCO2)CC(=O)Nc1ccc(C)c([N+](=O)[O-])c1	1	8	1	i	5	-4	1.4	-3	4
41	COc1ccc(OC)c(C2C(C#N)=C(N)Oc3cc(C)n(Cc4ccccn4)c(=O)c32)c1 (configuration not stated)	6	-4	-2	i	-7	-3	1.1	-2	-11
42	CCC(C)(C)C1CCC2(CC1)NC(=O)N(CC(=O)N1CCN(S(=O)(=O)c3cc(C)ccc3C)CC1)C2=O (configuration not stated)	1	-6	-8	i	11	-3	0.2	2	-6
43	CS(=O)(=O)c1[nH]nc(-c2ccccc2Cl)c1C#N	5	1	2	i	0	-11	-1.1	-1	-1
44	CCC(NC(=O)c1cc(COc2cncc(Cl)c2)on1)c1ccncc1 (configuration not stated)	-9	-2	2	i	-3	-1	0.3	0	-3
45	CCOC(=O)N1CCN(Cc2c(F)cccc2Cl)CC1	4	1	9	i	-3	-4	-0.4	-2	1
46	COc1cc(C(=O)O/N=C(\N)c2ccc([N+](=O)[O-])cc2)cc(OC)c1OC	4	-4	-5	i	-1	-4	-0.4	0	4
47	FC(F)(F)c1cc(Cl)c2nnc(-c3cccnc3)n2c1	0	7	-9	i	-5	-3	0.4	-1	1
48	C=CCOc1ccc(/C=C/C(=O)OCC(=O)NCCC2=CCCCC2)cc1	2	3	-3	i	7	-3	0.6	-1	-7
49	O=c1nc2ccc(Cl)cn2c2ccc(S(=O)(=O)N3CCCCC3)cc12	1	-1	1	i	5	-3	2.1	-2	-18
50	CC(C)NS(=O)(=O)c1ccc(CCC(=O)NCc2cccnc2)cc1	-5	-2	-5	i	-9	-9	1.3	2	12
51	CCOC(=O)c1nnn(-c2nonc2N)c1-c1ccccc1	-1	3	-3	i	-6	-3	-0.6	-5	-6
52	C=CCOC(=O)C1=C(C)N=C2SCCC(=O)N2C1/C=C/c1ccccc1 (configuration not stated)	-4	-10	6	i	23	-3	1.8	2	17
53	O=C(NC1CCCc2c1cnn2-c1ccccc1F)c1ccccc1N1CCOCC1 (configuration not stated)	-2	-10	-5	i	1	-2	-0.5	-2	-8
54	O=C1C(N2CCOCC2)=C(n2nnc3ccccc32)C(=O)c2ccccc21	-16	5	-2	i	-6	-6	71*	-12	6
55	Cc1cc(C)n(-c2ccc(C(=O)N3CCc4ccccc43)cc2)n1	3	4	0	i	0	-3	0.1	-3	12
56	COc1cccc(CNC(=O)Cn2nc([N+](=O)[O-])c(Br)c2C)c1	2	4	2	i	30	-3	0.9	-3	-5
57	O=C(NCc1cccnc1)C(=O)NCC(c1ccco1)N1CCN(c2ccc(F)cc2)CC1 (configuration not stated)	3	3	1	i	0	-4	0.3	1	-5
58	Cc1nc2ccc(Cl)cc2[nH]1	5	-11	-1	i	-13	-6	0.9	3	2
59	CC(NC(=O)C12CC3CC(CC(C3)C1)C2)C(=O)N/N=C/C1=C(N2CCOCC2)C(=C\c2ccccc2)/CC1 (configuration not stated)	-26	-11	0	i	71*	-4	-0.6	-1	6
60	CCOc1ccc(NC(=O)Cc2cccc3ccccc23)c([N+](=O)[O-])c1	-5	-1	7	i	28	0	-0.8	0	-3
61	O=C(Nc1cc(C(F)(F)F)ccc1N1CCOCC1)c1ccc2ccccc2n1	2	-4	-5	i	12	-3	1.5	2	-6
62	O=C(NCc1ccc2c(c1)OCO2)Nc1ccc2nsnc2c1	4	-9	1	i	4	-1	-0.2	-2	-4

Molecules shown so far that have a tert-butyl group, in the order listed:
No.	SMILES	MT1-MMP act inh	eLon inh	CSN deneddyl inh	Rpn11 block	FAS-TE inh	MsrA act	MsrA inh	Rin1 Abl inh	PABP1 MLLE inh
14	CC(C)(C)NCCC(O)c1cc(C(F)(F)F)nc2c(C(F)(F)F)cccc12 (configuration not stated)	-3	-9	-3	i	-4	1	0.0	-1	-4
15	CC(C)(C)c1ccc(/C=C/C(=O)Nc2ccncc2)cc1	-2	4	-9	i	25	-5	1.4	0	3
